DDE Tn7 FP inh – DD(E)-Tn7 binding inhibition, primary FP screen | P02675 | FP displacement of FITC-Tn7 peptide from fibrin DD(E); 0% = median of compound wells per plate | inhibition, % at 8.3 µM | 0.13% of 370,000 active;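 active = inhibition above the mean of compounds falling within the control limits plus 3 SD of them, cut at about 14% in these data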;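 also: 0% = plate median of compound wells and 100% = 10 µM Aha-Tn7 peptide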
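Assay system: human fibrin DD(E) protein / Input: 2 µM fibrin DD(E) / Benchmarks: high control of 10 µM Aha-Tn7 peptide / Measured by: fluorescence polarization of the labelled Tn7 tracer / Medium: Tris buffer with calcium and detergent, pH 7.8 / Timing: 10 min compound pre-incubation, 3 h probe incubation at room temperature / Repeats: one replicate per compound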
SIAE primary – human SIAE inhibition, primary screen | 0.69% of 370,000 active | inhibition, % at 9.66 µM | SIAE FP-Rh probe binding, fluorescence polarization;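 active = inhibition above a cutoff: mean of compounds within the control limits plus 3 SD of those, cut at about 17% in these data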;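 also: 0% = plate median of compound wells and 100% = probe without SIAE protein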
UHRF1 binding – human UHRF1 methylated DNA binding inhibitors; Q96T88; 0.75% of 370,000 active; inhibition, % at 4.4 µM; UHRF1 binding to methylated oligo, TR-FRET; in the data active = inhibition above about 21%;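 also: UHRF1 SRA domain binding a hemimethylated CpG hairpin DNA probe; 0% = median of test compound wells and 100% = reference inhibitor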
TCR CD3 inh – blocks the human TCR-CD3 interaction. inhibition, % at 9.4 µM. TAMRA-labeled TCR probe fluorescence, biochemical. AID 651800. 0.37% of 360,000 active; in the data active = inhibition above about 19%;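 also: recombinant mutant TCR 2C K166C tagged with TAMRA read by polarization; 0% = receptor in buffer alone and 100% = receptor with positive control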
DDE Tn6 FP inh – disrupts Tn6 cyclic peptide binding to fibrin D-Dimer-E complex; Fibrin DD(E) TRITC-Tn6 fluorescence polarization displacement; 0.21% of 370,000 active; inhibition, % at 8.3 µM;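 active = inhibition above a per-campaign cutoff: mean of compounds within control limits plus 3 SD, cut at about 15% in these data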;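 also: 0% = median of all compound wells on the plate and 100% = blocking peptide control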
LEDGF integ inh – blocks HIV-1 LEDGF/p75-dependent DNA integration; TR-FRET IN-LEDGF/p75 DNA integration, Eu/Cy5; inhibition, % at 3.7 µM; 0.64% of 370,000 active;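 active = inhibition above the screen-wide mean plus 3 SD, cut at about 13% in these data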;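 also: signal is the Cy5 over europium emission ratio at 671 and 618 nm; 0% = plate median of compound wells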
KLK7 zymogen act – activators of human kallikrein-7 zymogen; P49862; purified proKLK7, EDANS-DABCYL substrate fluorescence; 100% is mature enzyme control, 0% vehicle; activation, % at 7 µM; 0.9% of 370,000 active; AID 652039;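 active = activation above the mean of all tested compounds plus 3 SD, computed per campaign excluding outliers beyond control limits, cut at about 13% in these data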
Target sequence (P49862 whole entry, looked up): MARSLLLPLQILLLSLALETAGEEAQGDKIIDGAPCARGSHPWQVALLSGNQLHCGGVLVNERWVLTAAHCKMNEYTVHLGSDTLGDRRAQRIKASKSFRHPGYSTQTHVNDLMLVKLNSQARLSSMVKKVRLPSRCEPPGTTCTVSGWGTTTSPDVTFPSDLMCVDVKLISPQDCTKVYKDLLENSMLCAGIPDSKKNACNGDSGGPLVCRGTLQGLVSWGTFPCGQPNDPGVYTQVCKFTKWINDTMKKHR
TDP2 inh – TDP2 (human) inhibition, absorbance primary screen. O95551. recombinant TDP2, T5PNP hydrolysis, p-nitrophenol absorbance 415 nm. inhibition, % at 12.8 µM. 0.34% of 370,000 active;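 active = inhibition above the mean of all tested compounds plus 3 SD, set per campaign, cut at about 25% in these data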;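 also: 0% = DMSO with enzyme and 100% = buffer with substrate but no TDP2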
Target sequence (O95551 whole entry, looked up): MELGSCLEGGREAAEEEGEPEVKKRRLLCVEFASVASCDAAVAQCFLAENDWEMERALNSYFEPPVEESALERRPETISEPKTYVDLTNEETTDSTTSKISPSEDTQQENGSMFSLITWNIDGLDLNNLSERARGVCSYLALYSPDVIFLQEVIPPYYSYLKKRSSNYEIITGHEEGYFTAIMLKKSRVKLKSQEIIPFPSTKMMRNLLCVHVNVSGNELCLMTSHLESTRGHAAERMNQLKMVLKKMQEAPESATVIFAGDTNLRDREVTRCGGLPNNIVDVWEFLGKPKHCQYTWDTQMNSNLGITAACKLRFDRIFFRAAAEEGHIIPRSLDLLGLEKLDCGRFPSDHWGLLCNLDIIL
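System – recombinant human TDP2 · Amount – 120 nM TDP2 per well · Buffer or medium – Mg2+-containing Tris-HCl buffer, pH 7.5 · Reagent – T5PNP substrate, 5 mM · Dosing – 12.8 µM single point, 1% DMSO · Incubation – 2 h at 37 °C · Measured by – epi absorbance · Read-out basis – percent inhibition · Benchmarks – high control without enzyme, low control DMSO plus TDP2 · Repeats – singlicate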
PRMT1 FP inh – inhibitors of human PRMT1; Q99873; recombinant PRMT1, activity-based probe fluorescence polarization; inhibition, % at 2.79 µM; 1.3% of 370,000 active; AID 652257;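 active = inhibition above about 21% made by adding two undisclosed values, limit read from the data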
MBD2 inh – MBD2-methylated oligo binding inhibition. Q9UBB5. TR-FRET, MBD2 binding to methylated oligonucleotide. inhibition, % at 4.4 µM. 0.31% of 370,000 active. AID 686964; in the data active = inhibition above about 13%
Target sequence (Q9UBB5 whole entry, looked up): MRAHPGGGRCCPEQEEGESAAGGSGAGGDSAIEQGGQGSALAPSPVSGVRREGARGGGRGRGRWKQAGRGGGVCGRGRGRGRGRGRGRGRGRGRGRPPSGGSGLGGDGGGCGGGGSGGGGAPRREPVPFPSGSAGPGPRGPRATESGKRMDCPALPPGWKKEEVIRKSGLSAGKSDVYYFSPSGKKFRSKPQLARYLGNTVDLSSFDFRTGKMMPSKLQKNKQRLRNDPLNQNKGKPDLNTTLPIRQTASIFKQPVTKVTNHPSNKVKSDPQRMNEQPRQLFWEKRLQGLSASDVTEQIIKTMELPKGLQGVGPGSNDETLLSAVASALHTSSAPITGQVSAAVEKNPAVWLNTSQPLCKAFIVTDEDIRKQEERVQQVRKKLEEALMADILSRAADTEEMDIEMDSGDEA
Numbers without * were called inactive; · = no result given.

1: C/C(COc1ccccc1)=N\NC(=O)c1nnn(-c2nonc2N)c1-c1ccc(C)cc1
2: COc1cccc(-c2nc(=S)c3c(n2CCCO)CCCC3)c1
3: O=C1NC(=O)N(Cc2ccccc2)C1=O
4: CCN1CCN(C(=O)Cn2ncc3ccsc3c2=O)CC1
5: CCCn1c(=O)c(C(=O)NCCc2ccc(OC)c(OC)c2)c(O)c2ccccc21
Screen / compound no.	1	2	3	4	5
DDE Tn7 FP inh	1	9	2	3	2
LEDGF integ inh	-2	0	1	-3	0
TDP2 inh	-2	3	13	8	13
PRMT1 FP inh	3	14	-1	2	-1
UHRF1 binding	3	7	0	3	-3
TCR CD3 inh	2	-6	5	-5	5
DDE Tn6 FP inh	-5	1	-7	-1	3
SIAE primary	-1	6	-11	4	-2
KLK7 zymogen act	-0.5	0.5	0.5	-0.4	-0.5
MBD2 inh	6	5	0	0	3

6: COC(=O)[C@]12C[C@H](CC(=O)N3CCN(C(=O)c4ccco4)CC3)C(=O)N(Cc3cccc4ccccc34)C1=C[C@H](C1CCCC1)O[C@@H]2C
7: COc1ccc2nc(NC(=O)c3ccc(-n4nc(C)cc4C)cc3)sc2c1
8: N=c1c2c(-c3ccccc3)c(-c3ccccc3)n(Cc3ccco3)c2ncn1CCCn1ccnc1
9: COc1cccc(C(=O)Nc2ccncc2)c1OC
10: CCCCc1cc(=O)oc2cc(C)c(CN3CCCC3)c(O)c12
Screen / compound no.	6	7	8	9	10
DDE Tn7 FP inh	-8	0	-1	4	4
LEDGF integ inh	3	-1	-7	-3	17*
TDP2 inh	-5	-9	-13	0	-12
PRMT1 FP inh	-4	0	2	2	4
UHRF1 binding	2	3	4	1	6
TCR CD3 inh	·	-3	-8	0	2
DDE Tn6 FP inh	-4	6	-2	-6	0
SIAE primary	-3	-1	-1	1	-6
KLK7 zymogen act	0.1	0.1	-0.8	0.0	0.5
MBD2 inh	-1	2	7	-4	3

11: CC(C)C(OC(=O)C1=Cc2ccccc2OC1)C(=O)NC1CCCC1 (configuration not stated)
12: CCn1c(C(=O)NC(C)c2ccc3c(c2)OCCO3)cc2sccc21 (configuration not stated)
13: COc1ccc(-c2csc(Nc3ccccc3)[n+]2CC(O)c2ccc([N+](=O)[O-])cc2)cc1 (configuration not stated)
14: O=C(CN(Cc1cccs1)C(=O)CCC(=O)Nc1nccs1)NCc1ccccc1
15: COc1ccc(C(CNC(=O)c2cccc(S(=O)(=O)Nc3ccc(F)cc3)c2)N(C)C)cc1 (configuration not stated)
Screen / compound no.	11	12	13	14	15
DDE Tn7 FP inh	-5	-1	4	-4	2
LEDGF integ inh	3	-3	-1	-2	-1
TDP2 inh	-17	6	7	3	-7
PRMT1 FP inh	-2	3	15	1	4
UHRF1 binding	2	-1	-1	-4	1
TCR CD3 inh	0	5	-3	2	-6
DDE Tn6 FP inh	6	9	5	14	1
SIAE primary	2	-5	0	-2	-5
KLK7 zymogen act	1.2	-0.1	-0.3	0.1	0.4
MBD2 inh	-5	-6	6	-1	-4

16: CN(C)CCCNC(=O)C[C@H]1C[C@H](C(=O)N2CCOCC2)[C@@]2(C)c3[nH]c4cc(-c5ccco5)ccc4c3CCN2C1=O
17: O=c1c2ccccc2nc(/C=C/c2ccc(Br)cc2)n1CCO
18: O=C(Oc1oc(-c2ccco2)nc1C=Nc1ccccc1)c1ccoc1
19: NNc1ccc2nncn2n1
20: Cc1ccc(C(=O)NC2CCSC2=O)cc1 (configuration not stated)
Screen / compound no.	16	17	18	19	20
DDE Tn7 FP inh	-6	-3	-8	3	5
LEDGF integ inh	4	-1	-2	-1	-3
TDP2 inh	-12	-6	5	6	-8
PRMT1 FP inh	-2	0	0	-1	1
UHRF1 binding	0	-2	-2	1	0
TCR CD3 inh	10	2	3	7	2
DDE Tn6 FP inh	-9	6	7	-2	2
SIAE primary	5	-8	5	14	0
KLK7 zymogen act	54*	2.3	0.0	0.2	-0.6
MBD2 inh	-1	0	-1	2	6

21: O=C(O)CCN1C(=O)/C(=C/c2ccc(F)cc2F)SC1=S
22: O=C(CSc1ccccn1)NCc1ccc2c(c1)OCO2
23: Cc1cnc(C(=O)OCC(=O)NC2CCCCCC2)cn1
24: COc1cc(C2CC(=O)C3=C(C2)Nc2ncnn2C3c2cccs2)cc(OC)c1OC (configuration not stated)
25: Cc1cccc(NC(=O)C(C)SCc2nc3sc4c(c3c(=O)[nH]2)CCCC4)n1 (configuration not stated)
Screen / compound no.	21	22	23	24	25
DDE Tn7 FP inh	-5	-1	0	-6	-9
LEDGF integ inh	-3	-1	-1	5	5
TDP2 inh	6	-6	3	3	8
PRMT1 FP inh	13	4	-2	-1	4
UHRF1 binding	-8	4	22*	9	-4
TCR CD3 inh	·	-9	2	-3	13
DDE Tn6 FP inh	-4	-6	2	0	5
SIAE primary	-4	4	0	-1	0
KLK7 zymogen act	·	0.5	-0.1	-17	-16
MBD2 inh	-7	-2	1	2	3

26: CCCCN(C)C(=O)c1ccc2c(c1)N(CC)C(=O)c1ccccc1S2(=O)=O
27: O=C(CC(Nc1ccccc1Cl)C(=O)OCC(=O)c1cccs1)c1ccccc1 (configuration not stated)
28: COc1ccc(NC2SC(=O)N(CC(=O)O)C2=O)cc1 (configuration not stated)
29: CS(=O)(=O)N(CC(=O)N1CCN(c2ccc(F)cc2)CC1)c1ccc(F)c(Cl)c1
30: CN(C)c1nnnn1-c1ccc(Cl)cc1
Screen / compound no.	26	27	28	29	30
DDE Tn7 FP inh	7	-6	-10	4	4
LEDGF integ inh	6	-1	-3	-4	0
TDP2 inh	8	1	5	1	-2
PRMT1 FP inh	-5	21*	2	1	-1
UHRF1 binding	-3	-1	-3	-1	-1
TCR CD3 inh	3	9	4	4	-7
DDE Tn6 FP inh	-2	-1	-10	4	1
SIAE primary	2	-1	4	-5	8
KLK7 zymogen act	-0.5	0.1	-0.2	-0.3	0.0
MBD2 inh	-4	0	-3	-3	4

31: COc1ccc(NC(=O)C/C(C)=N/NC(=O)c2cnccn2)c(OC)c1
32: CC(=O)c1cccc(N(CC(=O)Nc2ccc(S(=O)(=O)N3CCCC3)cc2)S(C)(=O)=O)c1
33: COc1cccc(N2CCN(S(=O)(=O)c3c(C)[nH]c(C)c3C(=O)N3CCCCC3)CC2)c1
34: COC(=O)c1nnn(-c2nonc2N)c1COc1ccc(C=O)cc1OC
35: COc1cccc(C(=O)OCc2cc(=O)oc3c(C)c(C)ccc23)c1OC
Screen / compound no.	31	32	33	34	35
DDE Tn7 FP inh	-5	3	5	-2	3
LEDGF integ inh	-3	-2	-2	0	-1
TDP2 inh	-25	-10	6	13	2
PRMT1 FP inh	0	2	-2	3	1
UHRF1 binding	1	-1	7	14	-4
TCR CD3 inh	-9	3	5	2	-1
DDE Tn6 FP inh	-15	1	7	-3	6
SIAE primary	4	1	3	3	-12
KLK7 zymogen act	0.1	0.4	0.4	0.2	0.1
MBD2 inh	1	1	-2	3	4

36: CSCCC(NC(N)=O)C(=O)N(C)CC(=O)Nc1cc(C)ccc1C (configuration not stated)
37: CCc1nc2sc3c(c2c(=O)n1N)CCC3
38: CCNC(=S)NNC(=O)c1cc(-c2ccc(OCC)cc2)nc2ccccc12
39: COc1ccccc1NC(=O)COc1ccc(Br)cc1CNC1CCCC1
40: O=C(COc1ccc2c3c(c(=O)oc2c1)CCC3)NCC(O)c1ccccc1 (configuration not stated)
Screen / compound no.	36	37	38	39	40
DDE Tn7 FP inh	-1	1	0	-2	4
LEDGF integ inh	-1	1	-11	-2	-3
TDP2 inh	0	-22	-2	-1	5
PRMT1 FP inh	0	-3	0	5	0
UHRF1 binding	1	-2	-4	1	0
TCR CD3 inh	2	10	-3	0	0
DDE Tn6 FP inh	-6	4	-2	-5	1
SIAE primary	-1	-10	-11	-1	3
KLK7 zymogen act	0.7	0.2	11	-0.2	-0.3
MBD2 inh	1	-8	1	5	-6

41: O=C(Nc1ccccc1)Nc1ccc(F)c([N+](=O)[O-])c1
42: CCn1c(N2CCN(C(=S)NCC(C)C)CC2)nc2ccccc21
43: OCCNc1nc(Nc2cccc(O)c2)nc2ccccc12
44: COC(C[C@@H](O)[C@@H](C)[C@@H](O)COCc1ccccc1)OC
45: Cn1c(NC(=O)c2ccc(F)cc2)c(-c2ccccn2)c(=O)c2ccccc21
Screen / compound no.	41	42	43	44	45
DDE Tn7 FP inh	6	3	2	-8	0
LEDGF integ inh	2	-2	-1	0	0
TDP2 inh	6	-6	7	-1	9
PRMT1 FP inh	2	7	1	-2	-1
UHRF1 binding	-2	9	2	-1	-1
TCR CD3 inh	6	-3	9	-5	-7
DDE Tn6 FP inh	-7	-10	5	6	-4
SIAE primary	-11	-10	9	6	-2
KLK7 zymogen act	-0.1	-0.2	-0.2	-0.7	0.2
MBD2 inh	-5	10	0	-1	0

46: c1ccc2c(c1)nnn2-c1ncnc2sc3c(c12)CCCC3
47: CN(C)CCN(C(=O)c1ccc2c(c1)OCCO2)c1nc2ccc(Cl)cc2s1
48: CC(C)(C)Nc1nc(OCC(F)(F)F)nc(OCC(F)(F)F)n1
49: O=C(c1cc(-c2ccccc2)nc2ccccc12)N1CCN(C2CCS(=O)(=O)C2)CC1 (configuration not stated)
Screen / compound no.	46	47	48	49
DDE Tn7 FP inh	1	8	-3	-4
LEDGF integ inh	1	5	-2	-3
TDP2 inh	-5	9	5	-6
PRMT1 FP inh	-2	2	-4	-2
UHRF1 binding	4	1	0	0
TCR CD3 inh	1	0	4	0
DDE Tn6 FP inh	0	-1	-10	-1
SIAE primary	4	-1	-1	-7
KLK7 zymogen act	-0.7	-0.2	-0.5	0.0
MBD2 inh	-3	-2	0	-3

Filtered by structure, the entries above with fluorine.
15: COc1ccc(C(CNC(=O)c2cccc(S(=O)(=O)Nc3ccc(F)cc3)c2)N(C)C)cc1 (configuration not stated)
21: O=C(O)CCN1C(=O)/C(=C/c2ccc(F)cc2F)SC1=S
29: CS(=O)(=O)N(CC(=O)N1CCN(c2ccc(F)cc2)CC1)c1ccc(F)c(Cl)c1
41: O=C(Nc1ccccc1)Nc1ccc(F)c([N+](=O)[O-])c1
45: Cn1c(NC(=O)c2ccc(F)cc2)c(-c2ccccn2)c(=O)c2ccccc21
48: CC(C)(C)Nc1nc(OCC(F)(F)F)nc(OCC(F)(F)F)n1
Screen / compound no.	15	21	29	41	45	48
DDE Tn7 FP inh	2	-5	4	6	0	-3
LEDGF integ inh	-1	-3	-4	2	0	-2
TDP2 inh	-7	6	1	6	9	5
PRMT1 FP inh	4	13	1	2	-1	-4
UHRF1 binding	1	-8	-1	-2	-1	0
TCR CD3 inh	-6	·	4	6	-7	4
DDE Tn6 FP inh	1	-4	4	-7	-4	-10
SIAE primary	-5	-4	-5	-11	-2	-1
KLK7 zymogen act	0.4	·	-0.3	-0.1	0.2	-0.5
MBD2 inh	-4	-7	-3	-5	0	0
